# KB-V1 MDR tox – KB-V1 MDR subline cytotoxicity | KB-V1 MDR cells viability, CellTiter-Glo, 72 h | Potency, µM (titrated, usually from 46.1 µM), without a hit: top-dose activity change, negative = cytotoxicity, usual class: cytotoxic | 400,000 tested, 3.4% active; note: potency is the fitted concentration of half-maximal effect; % is set by controls: 0 for no effect and ±100 for the full control effect; nearly all actives have a fitted effect of over 60% in size
#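 KB-V1, DMEM (no phenol red) + 10% FBS; cpd pin-transferred, titration series; 72 h, 37 degrees C; CellTiter-Glo, luminescence. Data normalized, curve-fit.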
# IL-1B inflam inh – inflammasome signaling inhibition, IL-1 beta readout | THP-1 LPS/ATP IL-1B secretion, AlphaLISA, 16 h; active compounds read low | AID 743279 | 360,000 tested, 4.7% active | activity change, % at 57.5 µM; in the data active = activity change below about -50%; inconclusive = mostly about -30% to -49%; note: % is set by controls: 0 for no effect and ±100 for the full control effect
#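 Secreted IL-1B measured by AlphaLISA bead assay after 16 h compound exposure of THP-1 cells; compounds (final up to 57.5 uM) added 1 h before LPS (250 ng/mL) and ATP (1.25 mM) stimulation; lower signal means less secretion.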
# HT1080-NT tox – kills 2HG-producing HT-1080-NT fibrosarcoma cells. 360,000 tested, 1.6% active. Potency, µM (titrated, usually from 46.1 µM), inactives show at the top dose activity, negative = less viability, actives largely listed as cytotoxic. HT-1080-NT fibrosarcoma viability, CellTiter-Glo ATP luminescence, 48 h;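 note: NT is the 2HG producing partner of a matched IDH1 knockdown line; potency is the fitted concentration of half-maximal effect; 0% = DMSO-treated cells and -100% = media-only wells without cells; nearly all actives have a fitted effect of over 55% in size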
#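 A 48-hour cytotoxicity screen used HT-1080-NT cells plated 2 hours before compound delivery. ATP-based CellTiter-Glo luminescence measured viability, normalized to DMSO and no-cell controls.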
# MCF10A rerep – DNA re-replication induction in MCF 10a cells; MCF 10A DNA re-replication, Hoechst nuclear intensity, 48 h; Potency, µM (top dose mostly 46.1 µM), without a hit: at the top dose activity, positive = re-replication, hits mostly activators; 350,000 tested, 2.9% active; AID 624296; note: potency is the fitted concentration of half-maximal effect; % of control where 0% means no effect; nearly all actives have a fitted effect of over 50% in size
# SW480 rerep – DNA re-replication induction in SW480 cells; 340,000 tested, 1.8% active; Potency, µM (titrated, usually from 46.1 µM), for inactives: at the highest dose re-replication activation, most hits filed as activators; SW480 DNA re-replication, Hoechst DNA content imaging, 48 h; note: potency is the fitted concentration of half-maximal effect; % of control where 0% means no effect; nearly all actives have a fitted effect of over 55% in size
#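 Treated cells incubate 48 hr (37 C, 5% CO2), are stained 40 min with Hoechst, and nuclear fluorescence is enumerated; a rise in nuclei with high DNA signal marks re-replication.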
# HT1080 IDH1KD tx – HT-1080 IDH1 knockdown cell toxicity (counter line). HT-1080 IDH1 knockdown viability, ATP luminescence, 48 h. Potency, µM (titrated, usually from 46.1 µM), for inactives: top-dose activity, negative = toxicity, usual class: cytotoxic. 360,000 tested, 2% active;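 note: potency is the fitted concentration of half-maximal effect; 0% = DMSO wells and -100% = cell-free medium wells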
#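 % activity derives from luminescence (CellTiter-Glo), normalised to DMSO and no-cell wells. HT-1080-IDH1KD cells, 750/well, had 48 h compound exposure at 37 °C.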
# KB-3-1 cytotox – kills parental KB-3-1 adenocarcinoma cells. Potency, µM (series often up to 46.1 µM), for inactives: at the highest dose activity change, negative = cytotoxic, hits mostly cytotoxic. 400,000 tested, 1.4% active. KB-3-1 viability, CellTiter-Glo ATP luminescence, 72 h; note: potency is the fitted concentration of half-maximal effect; % is set by controls: 0 for no effect and ±100 for the full control effect; nearly all actives have a fitted effect of over 60% in size
#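 Luminescent ATP read-out (CellTiter-Glo) measures survival of drug-naive KB-3-1 cells after 72 h compound exposure at 37 °C. Titration series was screened from lowest to highest concentration, with DMSO vehicle plates as background controls.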
# ATXN2 expr inh – reduces ATXN2 reporter expression in HEK-293 cells; AID 1745845; Potency, µM (titrated, usually from 57 µM), for inactives: at the top dose activity change, negative = inhibition, most hits filed as inhibitors; 360,000 tested, 0.72% active; HEK-293 ATXN2-luciferase reporter, luminescence, 24 h; note: potency is the fitted concentration of half-maximal effect; % is set by controls: 0 for no effect and ±100 for the full control effect; nearly all actives have a fitted effect of over 55% in size
#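 ATXN2-luciferase reporter cells (luciferase flanked by upstream and downstream ATXN2 gene portions) were treated 24 h at 37 °C with compounds at up to 57 uM. SteadyGlo luminescence gave expression; GF-AFC fluorescence gave viability.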
# WRN helicase inh – inhibitors of human WRN helicase; AID 651768; Potency, µM (doses to about 114 µM), for the others: top-dose activity change, negative = inhibition, actives largely listed as inhibitors; 360,000 tested, 0.46% active; WRN helicase unwinding, fluorescent forked duplex, kinetic; Q14191; note: potency is the fitted concentration of half-maximal effect; % is set by controls: 0 for no effect and ±100 for the full control effect; nearly all actives have a fitted effect of over 55% in size
# Target sequence (Q14191 whole entry, looked up): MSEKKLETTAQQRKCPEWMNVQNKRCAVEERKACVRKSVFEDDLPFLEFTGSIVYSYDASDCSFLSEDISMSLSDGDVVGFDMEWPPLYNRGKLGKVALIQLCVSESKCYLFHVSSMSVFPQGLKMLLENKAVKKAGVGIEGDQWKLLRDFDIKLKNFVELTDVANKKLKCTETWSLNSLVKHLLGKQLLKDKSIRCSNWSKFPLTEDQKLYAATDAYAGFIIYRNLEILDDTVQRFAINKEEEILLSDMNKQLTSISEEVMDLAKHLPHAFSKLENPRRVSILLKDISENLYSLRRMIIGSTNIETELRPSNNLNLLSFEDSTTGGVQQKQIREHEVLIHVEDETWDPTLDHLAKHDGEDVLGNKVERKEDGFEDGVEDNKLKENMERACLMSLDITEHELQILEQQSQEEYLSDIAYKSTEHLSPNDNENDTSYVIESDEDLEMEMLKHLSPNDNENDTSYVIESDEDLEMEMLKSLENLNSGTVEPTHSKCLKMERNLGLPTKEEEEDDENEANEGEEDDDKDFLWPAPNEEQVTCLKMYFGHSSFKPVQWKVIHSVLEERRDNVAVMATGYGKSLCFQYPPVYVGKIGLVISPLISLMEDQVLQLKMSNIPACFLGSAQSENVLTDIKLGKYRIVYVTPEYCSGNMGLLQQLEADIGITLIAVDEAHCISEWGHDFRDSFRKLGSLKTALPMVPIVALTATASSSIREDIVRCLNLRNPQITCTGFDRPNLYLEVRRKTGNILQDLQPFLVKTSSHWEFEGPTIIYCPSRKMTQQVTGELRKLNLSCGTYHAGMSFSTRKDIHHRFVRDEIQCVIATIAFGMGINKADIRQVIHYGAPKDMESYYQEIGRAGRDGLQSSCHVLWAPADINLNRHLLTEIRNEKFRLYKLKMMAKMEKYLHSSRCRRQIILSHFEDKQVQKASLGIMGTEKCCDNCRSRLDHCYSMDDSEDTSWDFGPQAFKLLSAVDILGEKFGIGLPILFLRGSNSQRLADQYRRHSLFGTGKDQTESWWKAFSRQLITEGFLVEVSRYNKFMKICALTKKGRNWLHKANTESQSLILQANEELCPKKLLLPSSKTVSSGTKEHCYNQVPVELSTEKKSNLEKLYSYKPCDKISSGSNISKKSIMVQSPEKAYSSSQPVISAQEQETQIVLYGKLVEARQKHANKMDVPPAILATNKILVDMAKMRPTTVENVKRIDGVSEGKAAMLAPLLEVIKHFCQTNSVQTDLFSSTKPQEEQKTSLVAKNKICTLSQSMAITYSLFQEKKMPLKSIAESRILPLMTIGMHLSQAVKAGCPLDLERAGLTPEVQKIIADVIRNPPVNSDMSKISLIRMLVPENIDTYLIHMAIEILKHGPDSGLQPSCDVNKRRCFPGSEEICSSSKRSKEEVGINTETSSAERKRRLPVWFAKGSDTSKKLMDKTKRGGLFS
#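 Fluorescence dequenching readout, ex 525 nm/em 598 nm, kinetic mode: forked duplex DNA (100 nM final) with adjacent fluorophore and quencher unwound by WRN (20 nM final) with 2 mM ATP. Compound preincubation 15 min, room temperature.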
# Numbers without * were called inactive; ? = inconclusive; / = no result given; & = joins results of further samples; [ ] = dose if it differs, or a comment. Unless noted, calls come from the whole dose curve; as a rule, active = well fitted curve in the direction sought with a large enough effect; inconclusive = small, poorly fitted or top-dose-only effect, or another doubt; inactive = no such curve, though single readings can be large; an effect the other way counts as inactive or inconclusive.
# Assay codes: A = KB-V1 MDR tox; B = IL-1B inflam inh; C = HT1080-NT tox; D = MCF10A rerep; E = SW480 rerep; F = HT1080 IDH1KD tx; G = KB-3-1 cytotox; H = ATXN2 expr inh; I = WRN helicase inh
Cc1ccc(NC(=O)[C@@H]2CCCN2S(=O)(=O)c2ccccc2C(F)(F)F)cc1S(=O)(=O)N1CCOCC1
  A: -4% | B: 20 | C: -2% | D: -2% | E: -9% | F: -7% | G: -4% | H: 0% | I: -13%

CCN(CC)C(=O)c1csc(Nc2cccc3ccccc23)n1
  A: -8% | B: 3 | C: 1% | D: 3% | E: -18% | F: -14% | G: 22% | H: 3% | I: 6%

COc1ccc(-n2ncc3c2CC(C)(C)CC3NC(=O)CCn2nc(C)cc2C)cc1 (stereo not drawn)
  A: -2% | B: 48 | C: 0% | D: -3% | E: -12% | F: -3% | G: -1% | H: -20% | I: -3%

COc1cc(C(=O)Nc2nc3ccccc3[nH]2)ccc1OC(F)F
  A: ? | B: -20 | C: ? | D: ? | E: 8% | F: ? | G: ? | H: ? | I: -6%

CC(=O)Nc1cccc(NC(=O)c2ccc3[nH]c(C)c(C)c3c2)c1
  A: -25% | B: -22 | C: 4% | D: -2% | E: -3% | F: 3% | G: -18% | H: 4% | I: -5%

COc1ccccc1C(=O)NC(=O)COC(=O)Cn1[nH]c(=O)c2ccccc2c1=O
  A: 4% | B: 16 | C: 0% | D: -2% | E: -7% | F: 2% | G: 7% | H: -4% | I: 4%

O=C(NC1CCN(Cc2ccccc2)CC1)c1ccccc1Cl
  A: -3% | B: -6 | C: 1% | D: -1% | E: -14% | F: 3% | G: 4% | H: / | I: 0%

C[C@@H](NC(=O)c1nc[nH]c1C(=O)N[C@@H](Cc1ccccc1)C(=O)OCc1ccccc1)c1ccccc1
  A: -3% | B: 46 | C: -10% | D: ? | E: 7% | F: 0% | G: -2% | H: -9% | I: -10%

Cc1cccc(N2CCN(C(=O)C3CCC(CNS(=O)(=O)c4cccs4)CC3)CC2)c1C (stereo not drawn)
  A: ? | B: -18 | C: -19% | D: ? | E: ? | F: ? | G: 21µM* | H: ? | I: -10%[57.1 µM]

CC(=O)N1c2ccc(S(=O)(=O)N3CCC(C(=O)Nc4ccc(F)cc4)CC3)cc2CC1C (stereo not drawn)
  A: -14% | B: -15 | C: -2% | D: 5% | E: -5% | F: -14% | G: -22% | H: -26% | I: 2%

CC(C)c1cc(N2CCN(C(=O)c3ccco3)CC2)n2c(nc3ccccc32)c1C#N
  A: -14% | B: -15 | C: -1% | D: 23µM* | E: 29% | F: -4% | G: -9% | H: -12% | I: 2%

CCOc1cc(/C=C(\C#N)C(N)=O)ccc1OCc1c(C)no[n+]1[O-]
  A: -6% | B: -22 | C: -13% | D: 10% | E: 9% | F: -8% | G: 2% | H: -20% | I: -9%

O=C(CN1CCC(NC(=O)C2CCCCC2)CC1)Nc1ccccc1
  A: 15% | B: -5 | C: 2% | D: -26% | E: 4% | F: 14% | G: -3% | H: -25% | I: 5%

CCOC(=O)N1CCC(NC(=O)CCC(=O)N2CC(C)Oc3ccc(C)cc32)CC1 (stereo not drawn)
  A: -23% | B: 2 | C: 1% | D: -1% | E: -8% | F: -2% | G: 15% | H: 2% | I: 3%

COc1ccc(NS(=O)(=O)c2cccc(C(=O)NNC(=O)CNC(=O)c3ccc(C)cc3)c2)cc1
  A: ? | B: 7 | C: 2% | D: 3% | E: 0% | F: 4% | G: 2% | H: 3% | I: -5%

# 4 compounds out of the list above, sorted by the number in IL-1B inflam inh, highest first:
Molecule	IL-1B inflam inh	SW480 rerep	WRN helicase inh
COc1ccc(-n2ncc3c2CC(C)(C)CC3NC(=O)CCn2nc(C)cc2C)cc1 (stereo not drawn)	48	-12%	-3%
COc1ccccc1C(=O)NC(=O)COC(=O)Cn1[nH]c(=O)c2ccccc2c1=O	16	-7%	4%
CCOC(=O)N1CCC(NC(=O)CCC(=O)N2CC(C)Oc3ccc(C)cc32)CC1 (stereo not drawn)	2	-8%	3%
CC(=O)N1c2ccc(S(=O)(=O)N3CCC(C(=O)Nc4ccc(F)cc4)CC3)cc2CC1C (stereo not drawn)	-15	-5%	2%

# (next part)
# Assay codes: A = KB-V1 MDR tox; B = IL-1B inflam inh; C = HT1080-NT tox; D = MCF10A rerep; E = SW480 rerep; F = HT1080 IDH1KD tx; G = KB-3-1 cytotox; H = ATXN2 expr inh; I = WRN helicase inh
Cc1ccc(NC(=O)C2CCCN2C(=O)NC2CCCCC2)c(C)c1 (stereo not drawn)
  A: 3% | B: 2 | C: 16% | D: 0% | E: -5% | F: 25% | G: 6% | H: -2% | I: -6%

COc1ccccc1C(=O)NCCC(=O)Nc1cccnc1
  A: 5% | B: 0 | C: 1% | D: 12% | E: 16% | F: ? | G: 4% | H: 1% | I: 1%

COc1ccc(/C=C/CN2CCC(C(=O)NC(c3ccc(F)cc3)c3ccc4ccccc4n3)CC2)cc1 (stereo not drawn)
  A: ? | B: ? | C: 16µM* | D: / | E: / | F: 10µM* | G: ? | H: ? | I: -2%

Cn1nc(C(=O)N2CCN(c3ccc(F)cc3)CC2)c2c1-c1ccccc1S(=O)(=O)C2
  A: 0% | B: ? | C: 20% | D: 9% | E: -1% | F: 8% | G: -8% | H: -7% | I: 2%

COc1ccc(F)cc1S(=O)(=O)n1nnc2ccccc21
  A: -8% | B: -5 | C: -29% | D: 8% | E: 5% | F: -18% | G: 0% | H: -26% | I: 10%

CCOc1ccccc1NC(=O)c1ccccc1NC(=O)c1ccco1
  A: -4% | B: -1 | C: -7% | D: 29% | E: ? | F: -7% | G: 0% | H: -4% | I: -18%

CCN1C(=O)/C(=C\C=C2/C=CC=CN2CC)SC1=S
  A: -26% | B: ? | C: -19% | D: 1% | E: ? | F: -18% | G: ? | H: 13% | I: ?

O=C(c1cc(=O)[nH]c2ccccc12)N1CCN(c2ccccc2)CC1
  A: -7% | B: ? | C: 0% | D: 2% | E: -17% | F: -2% | G: 18% | H: / | I: 3%

CCn1c(SCC(=O)Nc2nc(-c3ccc(C)cc3)cs2)nnc1-c1ccccc1
  A: 2.6µM* | B: -55* | C: -29% | D: 14% | E: 2% | F: -23% | G: ? | H: -12% | I: -6%

CN(C)CCNC(=O)c1ccc2nc([C@@H]3O[C@H](CO)[C@H](O)[C@H](O)[C@H]3O)[nH]c2c1
  A: 3% | B: -6 | C: 13% | D: / | E: / | F: 21% | G: 0% | H: 9% | I: 0%

COc1ccccc1NC(=O)COc1ccc(C(=O)NCC2CCCO2)cc1OC (stereo not drawn)
  A: 12% | B: 29 | C: -2% | D: 2% | E: -3% | F: 7% | G: 2% | H: / | I: -8%

COc1ccc(C(=O)NCCCc2nc3ccccc3n2Cc2cc(C)ccc2C)cc1OC
  A: -5% | B: -4 | C: -12% | D: 7% | E: 19% | F: -10% | G: -4% | H: -13% | I: -12%

COc1ccccc1NC(=O)c1c(C)cc(=O)oc1C
  A: -4% | B: 14 | C: 11% | D: -1% | E: 16% | F: 6% | G: 0% | H: -1% | I: -11%

C/C=C/C(=O)N1CC2(CC(c3cccc(NC(=O)/C(C)=C/C)c3)=NO2)C[C@H]1C(N)=O (stereo partly drawn)
  A: 8% | B: 18 | C: -5% | D: 25% | E: -1% | F: -1% | G: -13% | H: 7% | I: 6%

CC(NCC(=O)Nc1ccccc1C(=O)NC1CC1)c1cccc(Cl)c1 (stereo not drawn)
  A: -21% | B: -13 | C: 2% | D: 3% | E: -2% | F: 2% | G: 0% | H: 8% | I: 7%

CC(CC(=O)Nc1ccc(Cl)c([N+](=O)[O-])c1)c1ccccc1 (stereo not drawn)
  A: 0% | B: -91* | C: ? | D: ? | E: ? | F: ? | G: ? | H: -23% | I: -18%

CCSc1ncc(/C=N/Nc2ccc(Cl)cc2)n1C
  A: -9% | B: 3 | C: ? | D: ? | E: -1% | F: ? | G: 0% | H: 71%[activator] | I: -24%

CNS(=O)(=O)c1cccc(C(=O)OCC(=O)N2c3ccccc3CC2C)c1 (stereo not drawn)
  A: 1% | B: 0 | C: -4% | D: 7% | E: -6%[9.22 µM] | F: 0% | G: 6% | H: 6% | I: 1%

CCN(CC)S(=O)(=O)c1ccc(C(=O)OCC(=O)Nc2sc3c(c2C#N)CCCCC3)cc1
  A: 0% | B: 24 | C: -5% | D: 5% | E: -5% | F: -8% | G: 3% | H: 15% | I: -12%

COCCCNc1nc2c(-c3cccc(C)c3)nnn2c2ccc(Cl)cc12
  A: 1% | B: 101 | C: ? | D: 9% | E: ? | F: ? | G: 1% | H: -25% | I: -15%[11.6 µM]

CC1(C)Cc2ccccc2-c2nnc(SCc3ccc(C#N)cc3)n21
  A: ? | B: -26 | C: 0% | D: 10% | E: -2% | F: 8% | G: 7% | H: -14% | I: -3%

CCOCCCNC(=O)C1CCC(=O)N1CCc1ccccc1 (stereo not drawn)
  A: -2% | B: 4 | C: 8% | D: -1% | E: -5% | F: 21% | G: 7% | H: 2% | I: -3%

C[C@]12c3[nH]c4cc(-c5ccco5)ccc4c3CCN1C(=O)[C@@H](CC(=O)NCCC1=CCCCC1)C[C@@H]2C(=O)N1CCCCC1
  A: ? | B: ? | C: -27% | D: ? | E: ? | F: ? | G: ? | H: ? | I: -4%

CCC(CC)C(=O)c1c[nH]c(C(=O)NCCc2ccccn2)c1
  A: 4% | B: -11 | C: ? | D: -3% | E: 4% | F: 25% | G: -3% | H: 9% | I: 6%

CN(C)CC(=O)c1c[nH]c2ccccc12
  A: 9%&0% | B: 20 | C: 0% | D: 5% | E: -2% | F: -5% | G: 3%&0% | H: -9% | I: 4%

# Source: PubChem
